SUMO1-SIM PPI: modulators of human SUMO1-mediated protein-protein interactions; P63165; SUMO1 binding to a labelled peptide, TR-FRET, 1 h; inhibition, % at 20 µM; 0.33% of 360,000 active; in the data active = inhibition above about 37%
Target sequence (P63165 whole entry, looked up): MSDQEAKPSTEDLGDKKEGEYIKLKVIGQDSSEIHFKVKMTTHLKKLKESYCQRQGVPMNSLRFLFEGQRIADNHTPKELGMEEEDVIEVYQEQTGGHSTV
NRP1-CendR mod: alters CendR peptide binding to human NRP-1; O14786; FAM-RPARPAR peptide binding to NRP-1, fluorescence polarization; inhibition, % at 25 µM; 0.85% of 360,000 active;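 active = inhibition or corrected inhibition above about 18%, plus a signal ratio from 0.5 to 1.5, limit read from the data, passing the limit was not always enough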; also: strong numbers were not always called active
LMPTP block: LMPTP (human) inhibition; P24666; recombinant LMPTP-A, OMFP fluorogenic substrate, fluorescence intensity; inhibition, % at 20 µM; 0.22% of 360,000 active;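 active = compounds that cut the enzyme signal by at least half of the control window in the single-dose screen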;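 also: plate controls were DMSO wells with enzyme plus substrate for no effect and substrate without enzyme for full effect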
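Material: LMPTP-A; amount: 0.625 nM enzyme; doses: single 20 µM dose; times: reaction 50 min, room temperature, dark; technique: fluorescence intensity of OMFP turnover product; benchmarks: no-enzyme and uninhibited controls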
MT1-MMP act inh: MT1-MMP (human) activation inhibition. HT1080 RFP-PRO-GFP cells, GFP/RFP ratio fluorescence, overnight; percent of plate control window, DMSO zero. GFP/RFP ratio change, % at 20 µM. 0.061% of 360,000 active. AID 651647;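 active = GFP/RFP ratio change of at least 30% with cell ATP level not reduced by more than half and red fluorescence within 50% of control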; also: strong numbers were not always called active
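Assay system: HT1080 cells carrying an RFP-PRO-GFP reporter | Dosing: Single dose of 20 µM compound, 1% DMSO final | Incubation: Cells overnight before dosing, compound overnight, 37 °C, 5% CO2 | Evaluation: GFP/RFP fluorescence ratio | Control set: DMSO and RFP-L50D-GFP cell wells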
STEP inh: inhibitors of human striatal-enriched phosphatase STEP; P54829; recombinant STEP, OMFP fluorogenic substrate, fluorescence; inhibition, % at 20 µM; 0.25% of 360,000 active; AID 588621;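 active = inhibition at 20 µM, scaled per plate between control wells, above about 37%, limit read from the data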;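 also: 0% = DMSO with enzyme and substrate and 100% = substrate only without enzyme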
Target sequence (P54829 whole entry, looked up): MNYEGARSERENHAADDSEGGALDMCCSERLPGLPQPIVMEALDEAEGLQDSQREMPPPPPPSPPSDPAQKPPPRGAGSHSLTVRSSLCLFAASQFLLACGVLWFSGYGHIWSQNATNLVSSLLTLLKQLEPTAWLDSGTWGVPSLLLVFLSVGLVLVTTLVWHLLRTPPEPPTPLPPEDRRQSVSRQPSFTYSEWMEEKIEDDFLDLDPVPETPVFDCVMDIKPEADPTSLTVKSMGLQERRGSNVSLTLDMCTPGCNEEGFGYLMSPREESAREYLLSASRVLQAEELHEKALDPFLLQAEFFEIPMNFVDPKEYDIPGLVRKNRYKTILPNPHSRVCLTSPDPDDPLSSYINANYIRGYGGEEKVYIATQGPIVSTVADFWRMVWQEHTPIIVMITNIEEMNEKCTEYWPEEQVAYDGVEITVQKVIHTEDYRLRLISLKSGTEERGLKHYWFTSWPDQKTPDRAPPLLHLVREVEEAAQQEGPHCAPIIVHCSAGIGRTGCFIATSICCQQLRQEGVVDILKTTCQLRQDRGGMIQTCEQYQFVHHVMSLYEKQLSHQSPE
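material = STEP tyrosine phosphatase | reagent = fluorogenic phosphatase substrate OMFP at 25 µM final | doses = single compound dose of 20 µM, 1% DMSO final | schedule = 20 min reaction, room temperature, in the dark | measured by = fluorescence, 480/540 nm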
NadD block: NadD (S. aureus) enzyme inhibition; purified NadD enzyme, colorimetric absorbance read-out; inhibition, % at 20 µM; 0.78% of 360,000 active; AID 602399; in the data active = inhibition above about 26%; also: some compounds past the cut are filed as inactive
DNMT1 block: DNMT1 (human) enzyme inhibition; P26358; DNMT1 molecular beacon, Hinp1I cleavage, fluorescence; inhibition (reported as % activation of signal), % at 10 µM; 0.83% of 360,000 active; AID 588458; in the data active = inhibition above about 50%
Rpn11 inh: Rpn11 (human) deubiquitinase inhibition. human 26S proteasome, Ub4-pepOG fluorescence polarization; 20S core pre-blocked with epoxomicin. calls only at 20 µM. AID 588493. 0.59% of 360,000 active;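 active = inhibition at 20 µM, scaled to each plate's controls, above about 33%, limit read from the data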
Target sequence (O00487 whole entry, looked up): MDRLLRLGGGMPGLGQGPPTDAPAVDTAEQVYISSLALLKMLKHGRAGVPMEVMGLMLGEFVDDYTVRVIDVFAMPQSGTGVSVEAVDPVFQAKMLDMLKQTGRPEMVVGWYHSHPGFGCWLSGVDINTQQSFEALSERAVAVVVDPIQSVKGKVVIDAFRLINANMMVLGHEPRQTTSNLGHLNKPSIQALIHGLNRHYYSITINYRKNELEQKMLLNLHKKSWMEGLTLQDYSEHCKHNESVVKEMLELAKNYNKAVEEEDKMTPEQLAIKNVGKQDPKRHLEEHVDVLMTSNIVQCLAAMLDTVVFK
SKN-1 block: inhibitors of C. elegans SKN-1; C. elegans VP596 Pgst-4::GFP/RFP ratio, acrylamide-induced, 24 h; inhibition, % at 21.8 µM; 0.49% of 360,000 active; AID 624304;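 active = interference check ratio from 0.5 to 1.5 plus GFP to RFP signal ratio inhibition reaching or exceeding a fixed threshold, cut at about 30% in these data, passing the limit was not always enough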; also: some compounds called inactive have numbers as strong as hits
Scp1 inh: blocks human Scp-1 phosphatase activity; Q9GZU7; Recombinant Scp1, phosphopeptide, malachite green phosphate absorbance; inhibition, % at 20 µM; 0.88% of 340,000 active; AID 493091;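 active = inhibition above about 50% at 20 µM, limit read from the data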;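 also: plate controls were DMSO wells with enzyme for no effect and wells lacking enzyme for full effect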
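Material: truncated SCP-1 phosphatase (76-261aa) / Buffer or medium: 50 mM Tris acetate pH 5.5, 0.005% Tween-20, 10 mM MgCl2 / Compound dosing: one concentration, 20 µM, with 1.0% DMSO / Incubation: 45 min room-temperature reaction, 5 min colour, 30 min stabiliser / Detection: colorimetric free-phosphate detection, absorbance 630 nm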
An asterisk follows results filed as active; i = inactive; . = not tested or not shown.

SMILES	SUMO1-SIM PPI	NRP1-CendR mod	LMPTP block	MT1-MMP act inh	STEP inh	NadD block	DNMT1 block	Rpn11 inh	SKN-1 block	Scp1 inh
COCCN1C(=O)CCC1(C)c1nnnn1-c1c(C)cccc1C (stereo not given)	0	14	-0.7	0	.	-2	.	.	-15	.
Cc1ccc(C)c(NC(=O)CN(C)C(=O)c2cc3ccccc3oc2=O)c1	-3	10	0.0	3	3	2	-3	i	11	2
CC(=O)Nc1cccc(C(=O)N2CCC(n3nccc3NC(=O)CC(C)C)CC2)c1	-1	9	-3.1	0	-4	-8	3	i	2	1
N#CC1=C2SCN(Cc3ccco3)CN2C(=O)CC1c1ccc(Cl)cc1 (stereo not given)	7	-56	1.3	-6	4	24	-17	i	2	3
Cc1ccc(/C=C/C(=O)c2nc3ccccc3[nH]2)cc1	-13	9	0.6	-23	-1	9	-8	i	0	-1
CCCNC(=O)c1cc2c(c(-c3cccc(-c4ccccc4F)c3)n1)[C@@H](CCO)N(C(=O)CC1CC1)C2	12	9	0.4	-2	.	-11	.	.	-18	.
S=C1COC(c2ccccc2)N1c1ccccc1 (stereo not given)	-3	3	-0.8	0	2	0	-1	i	4	-6
CCN(CC(=O)Nc1cc(S(=O)(=O)N2CCCCC2)ccc1C)Cc1ccccc1	-11	-15	-6.5	-7	0	12	-1	i	13	-7
Cc1ccc(S(=O)(=O)N2CCN(S(C)(=O)=O)C2)cc1	3	0	-1.8	11	-1	0	7	i	2	-3
CCn1c(SCC(=O)Nc2nnc(C)s2)nnc1-c1ccncc1	-1	4	-0.3	-2	0	2	1	i	-6	6
Cc1cccc(NC(=O)CC(=O)Nc2cccc(C)c2)c1	-5	-2	-0.7	-1	-3	-3	0	i	-9	-9
Cc1ccc(OCCCC(=O)Nc2nnc(C3CCCO3)s2)c(C)c1 (stereo not given)	2	-3	0.6	-5	-4	-4	0	i	-10	-7
O=C(O)CCCC(=O)N1CCOCCOCCOCCOCC1	2	0	-1.4	0	-3	-3	0	i	-9	-7
O=C(O)c1ccc(C(=O)Nc2cccc(NC(=O)C3CCCO3)c2)cc1 (stereo not given)	1	-3	2.0	5	-1	1	-1	i	10	-4
COC(=O)c1ccccc1NC(=O)CSc1nc2c(c(=O)[nH]1)CCC2	-5	1	0.3	0	0	-4	1	i	1	-1
COc1ccc(-c2cn(-c3ccc(C)cc3C)c(=O)[nH]2)cc1OC	-2	-11	-0.1	-2	-1	8	-2	i	7	-16
CCOC(=O)c1cc(-c2csc(-c3ccc(C(C)(C)C)cc3)n2)on1	-2	0	4.0	3	1	-2	3	i	-16	-11
CCOc1ccccc1C1C(C(N)=O)=C(C)Nc2nc(-c3ccc(OC)cc3)nn21 (stereo not given)	0	8	-0.1	-1	2	5	5	i	-24	0
Cc1ccc(CN2CCN(/N=C/c3ccc(C(=O)O)cc3)CC2)cc1	-5	2	-0.8	2	3	-1	1	i	-6	-8
COC(=O)[C@@]12C[C@@H](CC(=O)N3CCCCC3)C(=O)N(CCc3ccc(OC)c(OC)c3)C1=CCC(C)(C)C2	1	-2	-0.1	3	.	.	.	.	13	.
CCC(c1nc2ccccc2c(=O)n1-c1nc2ccccc2s1)N1C(=O)c2ccccc2C1=O (stereo not given)	2	7	0.8	-1	-1	-7	-1	i	13	-5
COc1ccc(OC)c(S(=O)(=O)N2CCCC(C(=O)NCc3ccccn3)C2)c1 (stereo not given)	-4	6	-1.1	0	1	-3	1	i	-1	-1
O=C(COc1ccc2ccccc2c1)NC1=NCCS1	-8	5	-0.4	-6	-2	-8	-3	i	-14	-10
CCOc1ccc(CCN2C(=O)C(=O)N([C@@H](CC(C)C)CN3CCC[C@H]3CN3C(=O)C(=O)NC[C@@H]3CC(C)C)C[C@@H]2CC(C)C)cc1	0	3	-0.7	3	.	15	.	.	-2	.
O=C(CSc1nc2ccccc2c(=O)[nH]1)N1CCOCC1	-1	8	-0.9	-1	0	0	0	i	8	-5
O=C(OCc1ccc(C(=O)c2ccccc2)cc1)c1cccc(-c2nnc(-c3ccccc3)o2)c1	3	1	5.9	0	3	-5	-1	i	17	-15
CC(C)(C)NC(=O)NC(=O)COc1ccccc1C#N	4	9	-0.3	3	1	-1	-4	i	-7	-6
O=C(CSc1nc2ccccc2o1)NCC1CCCO1 (stereo not given)	1	14	-0.8	0	-4	0	0	i	11	-2
CN(C)S(=O)(=O)c1ccc(C(=O)NCC[N+]2(C)CCCCCC2)o1	4	0	-3.2	-4	-4	6	-1	i	3	68*
Cc1ccc(CNC(=O)C2CSC3(C)CCC(=O)N23)cc1 (stereo not given)	4	-6	-0.8	-6	-1	-3	-2	i	-3	-5
Cc1ccc2ccc(C3C(=O)c4ccccc4C3=O)nc2c1	-11	9	-1.3	-10	-1	0	42	i	-1	-3
FC(F)(F)c1cccc(-c2nc3ccccc3n2C(c2ccccc2)c2nc3ccccc3[nH]2)c1 (stereo not given)	-4	2	3.3	0	.	.	.	.	12	.
COc1ccc(CCNC(=O)CN(C2CCCCC2)S(C)(=O)=O)cc1OC	2	3	-2.1	2	1	12	-2	i	1	-5
CCN1CCN(C(=S)c2ccc(OCC(=O)N3CCOCC3)cc2)CC1	4	-15	0.0	1	-1	4	1	i	5	0
CC(C)C1NC(=S)N(C2CCCCC2)C1=O (stereo not given)	0	-6	-0.3	1	-6	-3	2	i	12	-10
O=C(Nc1cccc(C(=O)N2CCOCC2)c1)C1CCCC1	1	-3	0.3	0	3	2	7	i	-2	-8
COc1ccc(-c2nc(-c3ccccn3)no2)cc1	1	8	-1.0	2	3	2	-2	i	12	-7
O=C(O)CCCCCn1c(SCc2cc(=O)n3ccccc3n2)nc2ccsc2c1=O	-8	-10	-0.9	-2	-1	2	1	i	-3	8
COC(=O)[C@@H](Cc1ccccc1)NC(=O)Cn1cc(C)c(=O)[nH]c1=O	-1	-3	-2.4	4	1	-5	2	i	-3	0
Cc1cc(/C=C(\C#N)C(=O)NCc2ccccc2)cc(C)c1O	0	-4	0.1	-6	2	-8	1	i	-1	-6
CCC(=O)Nc1ccccc1C(=O)OC(c1ccccc1)c1ccccc1	1	-11	3.4	2	0	-2	9	i	1	-10
Cc1ccc(CN2C(=O)CSc3ccc(C(=O)NC4CC4)cc32)cc1	4	12	-1.0	1	2	-6	1	i	8	-6
N#CC1=C(N)C(C#N)(C#N)C2(CCC3(CC2)OCCO3)C2CC3(CC=C12)OCCO3 (stereo not given)	-3	0	-1.0	-5	-17	3	-1	i	7	8
Cc1cc2c(cc1C)CSC(c1c(O)ccc3ccccc13)SC2	0	-3	5.4	-2	-2	26	-25	i	10	-16
Cc1ccc(-c2nc3ccccc3s2)cc1S(=O)(=O)N1CCOCC1	2	1	2.7	3	2	-14	4	i	10	-9
O=C(O)C1CCCCC1C(=O)NCCC(c1ccccc1)c1ccccc1 (stereo not given)	0	-9	0.6	1	-1	0	3	i	-10	-11
CCN(CC)S(=O)(=O)c1ccc(/C=C/C(=O)OCC(=O)NNC(=O)c2ccc(OC)cc2)cc1	-20	2	-0.7	4	4	2	-1	i	11	-4
CCCC(=O)c1cc(F)c(N2CCN(S(=O)(=O)c3ccccc3)CC2)cc1C	-3	-23	2.9	-13	1	2	1	i	4	-11

Brought forward from above: seven compounds, then new ones.
SMILES	SUMO1-SIM PPI	NRP1-CendR mod	LMPTP block	MT1-MMP act inh	STEP inh	NadD block	DNMT1 block	Rpn11 inh	SKN-1 block	Scp1 inh
Cc1ccc(CN2C(=O)CSc3ccc(C(=O)NC4CC4)cc32)cc1	4	12	-1.0	1	2	-6	1	i	8	-6
N#CC1=C(N)C(C#N)(C#N)C2(CCC3(CC2)OCCO3)C2CC3(CC=C12)OCCO3 (stereo not given)	-3	0	-1.0	-5	-17	3	-1	i	7	8
Cc1cc2c(cc1C)CSC(c1c(O)ccc3ccccc13)SC2	0	-3	5.4	-2	-2	26	-25	i	10	-16
Cc1ccc(-c2nc3ccccc3s2)cc1S(=O)(=O)N1CCOCC1	2	1	2.7	3	2	-14	4	i	10	-9
O=C(O)C1CCCCC1C(=O)NCCC(c1ccccc1)c1ccccc1 (stereo not given)	0	-9	0.6	1	-1	0	3	i	-10	-11
CCN(CC)S(=O)(=O)c1ccc(/C=C/C(=O)OCC(=O)NNC(=O)c2ccc(OC)cc2)cc1	-20	2	-0.7	4	4	2	-1	i	11	-4
CCCC(=O)c1cc(F)c(N2CCN(S(=O)(=O)c3ccccc3)CC2)cc1C	-3	-23	2.9	-13	1	2	1	i	4	-11
COC(=O)C1=C(C)Nc2[nH]c(=S)[nH]c(=O)c2C1c1ccc(OC)cc1 (stereo not given)	1	2	-4.2	3	-2	0	0	i	4	-4
O=C(CN(Cc1ccc(Br)cc1)S(=O)(=O)c1ccccc1)NCc1ccccn1	-3	2	-0.5	-1	-1	1	87*	i	0	4
COc1ccc(-c2c(C)nn3c(N4CCC5(CC4)OCCO5)cc(C)nc23)cc1OC	-3	0	0.3	-6	-4	2	-8	i	10	-3
C=C(C)C1CC=C(C)/C(=N/NC(=O)COc2cccc3ccccc23)C1 (stereo not given)	0	-19	1.7	-5	4	8	-3	i	-4	-8
CN(c1ccc(S(=O)(=O)N2CCOCC2)cn1)C1CCCCC1	-3	6	0.3	4	-2	-4	2	i	-12	-6
Cc1ccc(C(=O)c2ccc(C)cc2)cc1	-1	11	0.3	-1	1	-3	1	i	10	-12
COc1ccccc1-c1csc(C(C)(NC(C)=O)c2ccccc2)n1 (stereo not given)	-3	14	-1.7	1	0	6	3	i	20	.
COc1cc(OC)cc(-n2nnnc2SCC(=O)NCCc2ccc(OC)c(OC)c2)c1	2	0	0.0	1	2	8	1	i	-9	-3
CCc1cccc(NC(=O)Nc2ccc3c(c2)OCO3)c1	0	18	0.0	2	-2	-4	0	i	-12	-1
O=C(COc1ncnc2ccccc12)NCCc1ccc(F)cc1	4	-6	-1.5	1	3	-4	-2	i	-13	-2
CN1CCN(C(=O)c2ccc(COc3cc(Cl)ccc3Cl)o2)CC1	2	3	-0.8	-1	2	-4	-3	i	-9	8
COCCNS(=O)(=O)c1cc(F)ccc1OC	3	-3	0.1	-1	0	-6	3	i	2	-8
COc1ccc(-c2ccnc(SCC(=O)c3ccc(OC)c(OC)c3)n2)cc1	2	6	0.4	0	-1	-6	-8	i	-8	-9
CCC(=NNS(=O)(=O)c1ccc(C)cc1)c1ccc(OC)c(C)c1	2	-8	-0.4	1	0	-2	2	i	23	.

Assay outcomes deposited in PubChem by Sanford-Burnham Center for Chemical Genomics.
